Screening results from PubChem.
KOR beta-arrestin-1: KOR antagonists, beta-arrestin recruitment, cell-based, luminescence, uHTS (AID 1778); 290,000 compounds, 0.091% hits; inhibition, % at 10 µM, or IC50 in µM where a hit was titrated; KOR beta-arrestin recruitment, luminescence, antagonist mode; higher % means a stronger effect; also: strong numbers were not always called active
GPR55 activation: GPR55 agonists via beta-arrestin recruitment, primary screen, imaging, U2OS cells, beta-arrestin-GFP redistribution (AID 1961) | U2OS GPR55 beta-arrestin-GFP redistribution imaging; higher % means a stronger effect | activation, % at 10 µM, or EC50 in µM where a hit was titrated | 290,000 compounds, 0.048% hits;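 active = activation above 40% with more than 50 cells counted in the well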;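 also: U2OS osteosarcoma cells stably expressing GPR55 and beta-arrestin-GFP; plate controls were DMSO negative control for no effect and LPI positive control for full effect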
NOD1 inhibition: inhibition of NOD1-driven NF-kB reporter – cell-based, luminescence, uHTS, primary screen (AID 1578); NOD1-driven NF-kB luciferase reporter cells, luminescence; higher % means a stronger effect; inhibition, % at 4 µM, or EC50 in µM where a hit was titrated; 290,000 compounds, 1% hits; in the data active = inhibition mostly above about 36%, no sharp cut-off; inactive = mostly below about 34%;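 also: HEK-293T reporter cells stimulated with the NOD1 agonist gamma-tri-DAP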
NTR1 agonist: agonists of NTR1, primary screen, imaging, U2OS cells, beta-arrestin-GFP, high content (AID 493036); P30989; NTR1-U2OS beta-arrestin-GFP spot imaging, agonist mode; activation, % at 20 µM; 330,000 compounds, 0.17% hits;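 active = activation at or above 40% of the spot to cytoplasm intensity ratio, with at least 20 cells analyzed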;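 also: 0% = DMSO without peptide and 100% = 100 nM NTR1 peptide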
Target sequence (P30989 whole entry, looked up): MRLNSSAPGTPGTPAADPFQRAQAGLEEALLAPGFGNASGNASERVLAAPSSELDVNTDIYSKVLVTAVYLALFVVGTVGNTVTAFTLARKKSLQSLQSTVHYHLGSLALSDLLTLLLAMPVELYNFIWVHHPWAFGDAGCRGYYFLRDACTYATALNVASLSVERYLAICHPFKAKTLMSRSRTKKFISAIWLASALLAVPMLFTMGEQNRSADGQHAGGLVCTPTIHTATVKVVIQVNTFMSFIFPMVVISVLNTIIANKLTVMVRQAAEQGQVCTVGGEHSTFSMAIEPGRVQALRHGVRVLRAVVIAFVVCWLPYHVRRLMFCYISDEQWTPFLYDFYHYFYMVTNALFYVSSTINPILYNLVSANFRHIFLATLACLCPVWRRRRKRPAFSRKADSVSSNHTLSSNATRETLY
KOR beta-arrestin-2: KOR agonists, beta-arrestin recruitment, primary screen, cell-based, luminescence, uHTS (AID 1777) | 280,000 compounds, 0.02% hits | KOR beta-arrestin recruitment, luminescence; higher % means a stronger effect | activation, % at 10 µM; hits with a dose series show EC50 in µM; in the data active = activation above about 50%, passing the limit was not always enough; also: a part of the inactive calls stands beside numbers as strong as those of hits
TNAP activation fold: stimulation of alkaline phosphatase TNAP activity – biochemical, luminescent, no phosphate acceptor, uHTS, primary screen (AID 1001); purified TNAP, luminescent activation assay, no phosphate acceptor; higher activation fold means a stronger effect; 200,000 compounds, 0.03% hits; activation fold at 20 µM, or EC50 in µM where a hit was titrated; in the data active = activation fold from about 3, or a potency from the dose series; inactive = the rest, 99 in 100 with activation fold below about 1.6; also: many of its hits are not listed in these tables
ER stress rescue: protection against thapsigargin-triggered cell killing – 384-well, CSM14.1, ATP luminescence, primary screen (AID 1222); CSM14.1 thapsigargin-induced death rescue, ATP luminescence; higher % means a stronger effect; cellular ATP content (survival), % at 20 µM; hits with a dose series show EC50 in µM; 190,000 tested, under 10 active;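 active = EC50 below 50 µM in the dose-response confirmation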;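 also: death triggered by thapsigargin at about 15 µM added after 2 h compound pretreatment; cell ATP read after overnight thapsigargin exposure of roughly 18 to 22 hours; normalized against plate controls of thapsigargin alone and 5% DMSO vehicle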
Yfh1-off respiration: mitochondrial function rescue without frataxin homolog – Friedreich's ataxia, plus single-dose screen, dose response (AID 1465); S. cerevisiae Yfh1-off respiration, WST-1 reduction, 72 h; higher fold induction means a stronger effect; one-dose fold induction at 50 µM; EC50 in µM for titrated hits; 220,000 compounds, 0.074% hits;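 active = fold induction of absorbance versus untreated yeast above a set limit, then at least 30% activation at any dose in follow-up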;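 also: activators that raise dye reduction in frataxin-depleted yeast; strong numbers were not always called active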
HEK293 NOD2/NF-kB: inhibition of NOD2-driven NF-kB reporter – cell-based, luminescence, uHTS, HEK293 (AID 1566) | one-dose inhibition, % at 4 µM; EC50 in µM for titrated hits | HEK293 NOD2/NF-kB luciferase reporter, luminescence; higher % means a stronger effect | 290,000 compounds, 0.63% hits; also: many of its hits are not listed in these tables
NTR1 agonist cell count 20 µM: further read-out of NTR1 agonist, marked with its call; cell count; measured here: cell count, cytotoxicity flag
* marks the source's active call; other numbers are inactive results; i = inactive; x = not tested or not shown; [ ] = another dose, or the depositor's remark. Rule as the data show it, unless noted: active = inhibition above about 50%; inactive = the rest. Not all compounds are listed; rates above refer to the full screens.

The line under a structure holds: KOR beta-arrestin-1	GPR55 activation	NOD1 inhibition	NTR1 agonist	NTR1 agonist cell count 20 µM	KOR beta-arrestin-2	TNAP activation fold	ER stress rescue	Yfh1-off respiration	HEK293 NOD2/NF-kB
[1] NS(=O)(=O)c1ccc(CNC(=S)NCc2ccc(Cl)cc2)cc1
  x	-0.4%	9%	-0.6	54	0.8%	1.1	-0.1%	i	10%
[2] CC(=O)N1CCN(C(=O)c2oc3ccccc3c2C)CC1
  12%	1.0%	-1%	-0.1	59	-1.4%	x	x	x	7%
[3] O=C(Nc1ccccc1C(F)(F)F)c1ccc(CN2CCC(Cc3ccccc3)CC2)cc1
  -6%	0.0%	-25%	0.4	36	9.5%	1.1	7.4%	i	0%
[4] COc1ccc(C(=O)c2cc3ccc(O)cc3oc2=O)cc1
  -13%	0.7%	-14%	1.4	59	3.3%	1	-1.1%	i	-2%
[5] Cc1cc(C)cc(C(=O)N2CC(C)OC(C)C2)c1 (stereo not drawn)
  -6%	-0.2%	-16%	0.4	92	7.5%	1.2	-1.1%	i	-9%
[6] CCc1ccc(C2CC(c3cccc(OC)c3)n3nc(N)nc3N2)cc1 (stereo not drawn)
  6%	-0.1%	-18%	-0.4	51	-2.0%	1	-2.4%	i	-4%
[7] C(=N\Nc1nccc(-c2cccnc2)n1)/c1ccccc1
  8%	-0.2%	-14%	-0.8	46	1.5%	x	x	i	-104%
[8] Cc1ccccc1CN1C(=O)/C(=C\c2ccc(C(=O)NCCN3CCOCC3)cc2)Sc2ccccc21
  2%	-0.1%	26%	14	68	-7.6%	x	x	x	26%
[9] COc1ccc(NS(=O)(=O)c2c(C)[nH]c(=O)[nH]c2=O)c(OC)c1
  16%	0.6%	-26%	-1.2	81	1.0%	1.1	-2.9%	i	-4%
[10] O=c1cc2c(n[nH]1)CCCC2
  -49%	0.1%	-5%	1.1	53	1.6%	1.1	2.7%	i	6%
[11] O=C(CSc1nc2[nH]ncc2c(=O)[nH]1)Nc1nccs1
  11%	-0.2%	-12%	-1.1	74	-3.1%	1.2	-0.3%	i	12%
[12] Cc1cccc(N(C(=O)Cc2cccs2)C(C(=O)NCc2ccco2)c2ccncc2)c1 (stereo not drawn)
  -10%[20 µM]	0.3%	-20%	0.8	44	x	1.1	-1.2%	i	-12%
[13] O=C(NCc1ccco1)C(Cc1ccccc1)N1C(=O)C2C3C=CC(C3)C2C1=O (stereo not drawn)
  2%	-0.2%	2%	-0.2	56	-3.1%	1.1	-2.7%	i	23%
[14] Cc1ccc2c(CC(=O)OCC(=O)Nc3ccc(Cl)cn3)coc2c1
  -29%	0.1%	25%	-1.9	65	23%	1.1	-4.0%	i	1%
[15] CC/C(=N\NC(=O)Nc1ccccc1)c1ccccc1
  -22%	-0.2%	-3%	3.7	52	2.9%	1.1	-1.7%	i	11%
[16] COc1cccc(NC(=O)Cc2ccccc2)c1
  5%	-0.3%	-4%	-2.0	86	2.2%	1.1	-0.2%	i	4%
[17] Cc1nnc(SCC(=O)N(C)C2CCS(=O)(=O)C2)n1Cc1ccccc1 (stereo not drawn)
  2%	0.2%	-9%	-0.5	57	-4.6%	1.1	3.5%	i	14%
[18] COc1ccccc1NC(=O)CSc1nnnn1C1CCCC1
  -22%	0.2%	-17%	-1.7	54	3.3%	x	x	x	8%
[19] O=C(CCCCl)OCc1cn(-c2ccc(Cl)cc2)nn1
  16%	-0.3%	-22%	-0.1	51	2.6%	1	-1.1%	i	1%
[20] COc1ccc(C(C(=O)NC2CCCC2)N(CC2CCCO2)C(=O)Cc2cccs2)cc1OC (stereo not drawn)
  0%[20 µM]	-0.3%	-8%	-0.7	74	5.2%	1.2	-0.2%	i	10%
[21] O=C(O)C1CCN(C(=O)c2ccco2)CC1
  19%	-0.2%	-31%	0.3	48	3.4%	1	1.7%	i	-14%
[22] COc1cc(CC(=O)Nc2nc(-c3ccccc3)c(C(C)=O)s2)cc(OC)c1OC
  -10%	-0.1%	-13%	-0.4	39	0.8%	x	x	x	18%
[23] COC(=O)c1ccc(NC(=O)c2cc3sccc3n2C)cc1
  -4%	0.6%	6%	x	x	-1.4%	1	-0.6%	i	-38%
[24] COc1ccc(C2C=C(c3ccc(Cl)cc3)Nc3nc(NC(C)=O)nn32)cc1 (stereo not drawn)
  -24%	0.7%	-8%	4.5	64	13%	1.1	-1.3%	x	2%
[25] COc1ccc2[nH]c(=O)c(CN(C(=O)c3ccco3)C(C)C)cc2c1
  -54%	0.0%	16%	-0.1	64	4.4%	x	x	i	10%
[26] CCN(CC)S(=O)(=O)c1ccc(C(=O)Nc2ccc(OCC(=O)N3CCOCC3)cc2)cc1
  -7%	-0.2%	-14%	-0.3	45	4.2%	0.9	-2.7%	i	-9%
[27] Cn1c2c(c3ccccc31)CC/C2=N\O
  -36%	0.3%	14%	-0.8	45	1.7%	1.1	-4.6%	x	-8%
[28] CCN(Cc1ccccc1)C(=O)CN1C(=O)NC(CC)(c2ccc(F)cc2)C1=O (stereo not drawn)
  7%	-0.1%	-26%	2.0	40	0.3%	x	x	x	6%
[29] COc1cccc(NC(=O)CC(=O)c2ccccc2)c1
  -30%	-0.1%	-13%	0.3	102	-0.8%	x	x	x	-47%
[30] O=C(Oc1c(CN2CCOCC2)cc(Cl)c2cccnc12)c1cccs1
  -36%	-0.3%	-15%	0.6	65	1.9%	1.1	7.3%	i	20%

The final four records of the section before come first, to join the parts.
The line under a structure holds: KOR beta-arrestin-1	GPR55 activation	NOD1 inhibition	NTR1 agonist	NTR1 agonist cell count 20 µM	KOR beta-arrestin-2	TNAP activation fold	ER stress rescue	Yfh1-off respiration	HEK293 NOD2/NF-kB
[27] Cn1c2c(c3ccccc31)CC/C2=N\O
  -36%	0.3%	14%	-0.8	45	1.7%	1.1	-4.6%	x	-8%
[28] CCN(Cc1ccccc1)C(=O)CN1C(=O)NC(CC)(c2ccc(F)cc2)C1=O (stereo not drawn)
  7%	-0.1%	-26%	2.0	40	0.3%	x	x	x	6%
[29] COc1cccc(NC(=O)CC(=O)c2ccccc2)c1
  -30%	-0.1%	-13%	0.3	102	-0.8%	x	x	x	-47%
[30] O=C(Oc1c(CN2CCOCC2)cc(Cl)c2cccnc12)c1cccs1
  -36%	-0.3%	-15%	0.6	65	1.9%	1.1	7.3%	i	20%
[31] O=C(CCl)Nc1ccccc1Sc1ccccc1
  -3%	-0.1%	21%	-1.5	50	-1.0%	0.7	-0.1%	i	-25%
[32] COC(=O)c1cn(NC(=O)/C=C/c2cccc(OC)c2OC)c(=O)c2ccccc12
  0%	-0.2%	-25%	1.4	46	0.4%	1	-2.1%	i	-1%
[33] COc1cc2c(cc1NC(=O)c1cc(-c3ccccn3)nc3ccccc13)oc1ccccc12
  -3%	-0.2%	6%	-0.1	80	1.0%	1	-2.6%	i	6%
[34] Cn1c(=O)[nH]c(=O)c2c1nc(NCCO)n2CCOc1ccccc1
  -49%[20 µM]	-0.3%	-12%	0.5	53	0.5%	x	x	x	1%
[35] CCCC(C)C(=O)Nc1ccc(S(N)(=O)=O)cc1 (stereo not drawn)
  -17%	-0.1%	8%	-0.1	32	1.8%	1	-0.9%	i	-7%
[36] Cc1cccc(NC(=O)C(=O)NNC(=O)c2ccc(C(C)(C)C)cc2)c1
  25%	-0.1%	-36%	0.1	58	-3.4%	x	x	x	14%
[37] O=C(NNc1ncnc2c1cnn2-c1ccc(F)cc1)c1cccs1
  -10%	0.0%	-32%	0.0	61	-2.3%	1.1	-1.0%	i	5%
[38] CCOc1nc(-c2ccccc2O)nc2ccccc12
  3%	-0.2%	3%	5.2	64	2.8%	1.1	-0.5%	i	17%
[39] O=C(CCCCCN1C(=O)c2cccc3cccc(c23)C1=O)NCc1cccnc1
  -21%	8.0%	9%	0.6	58	3.0%	x	x	i	-20%
[40] COc1ccc(S(=O)(=O)Nc2cccc(F)c2C)cc1C(=O)N1CCOCC1
  -10%	0.0%	-22%	1.5	23	5.9%	1.1	-9.3%	i	10%
[41] CSc1cccc(NC(=O)C2CCN(S(=O)(=O)c3ccc4c(c3)NC(=O)CO4)CC2)c1
  -15%	-0.2%	-5%	0.0	58	0.7%	x	x	x	10%
[42] O=S1(=O)c2ccccc2Nc2ccccc21
  5%	-0.1%	-14%	1.3	34	4.5%	x	x	x	-3%
[43] N=c1n(CCO)c2ccccc2n1CCOc1ccc(Cl)cc1Cl
  3%	-0.1%	2%	8.3	57	-5.8%	1.1	0.1%	i	-20%
[44] O=C(N/N=C/c1ccccc1Cl)C1CC1
  -4%	-0.1%	-25%	0.7	61	2.6%	x	x	x	-4%
[45] O=C(Nc1ccc2c(c1)CCCN2C(=O)c1cccs1)c1ccccc1
  -46%	-0.1%	-19%	2.1	53	2.9%	x	x	x	16%
[46] S=c1[nH]nc(-c2cc(-c3ccccc3)n[nH]2)n1/N=C/c1cccs1
  -18%	0.2%	-10%	2.1	34	4.0%	x	x	i	19%
[47] COc1ccc(Cl)c(Cn2c(NCCCN(C)C)nc3c2c(=O)n(C)c(=O)n3C)c1
  -4%	0.3%	-14%	-0.8	40	4.9%	1	-0.3%	i	-15%
[48] Cc1ccc(CNC(=O)C2CCCN(S(=O)(=O)c3ccc(-n4cnnn4)cc3)C2)cc1 (stereo not drawn)
  8%	-0.1%	-30%	0.3	44	1.1%	x	x	x	2%
[49] Cc1nc2nc(C)c(NS(=O)(=O)c3ccc(Cl)s3)c(=O)n2[nH]1
  -13%	-0.2%	0%	0.0	55	1.9%	x	x	x	-1%
[50] CN(C)CCCN1C(=O)C(O)=C(C(=O)c2cccs2)C1c1cccc([N+](=O)[O-])c1 (stereo not drawn)
  2%	0.4%	-16%	4.4	62	-3.9%	1	-2.1%	i	3%
[51] CCCn1c(-c2cccs2)nc2ccccc21
  -28%	-0.2%	1%	2.8	93	7.6%	1.1	-0.1%	i	-6%
[52] O=[N+]([O-])c1cccc(/C=N/n2cnnc2)c1
  -18%	-0.1%	-14%	-0.2	49	2.8%	x	x	i	-4%
